# p53ts 39C tox = qHTS Screen for Compounds that Selectively Target Cancer Cells with p53 Mutations: Cytotoxicity of p53ts Cells at the Nonpermissive Temperature; hit rate 1.5% among 130,000; Potency, µM (titrated, usually from 46.1 µM), for the others: at the top dose activity change, negative = cell killing, hits mostly cytotoxic; H1299-p53A138V viability at 39C, ATP luminescence, 24 h; also: nearly all actives have a fitted effect of over 55% in size
# p53ts 32C kill = qHTS Screen for Compounds that Selectively Target Cancer Cells with p53 Mutations: Cytotoxicity of p53ts Cells at the Permissive Temperature. H1299-p53A138V at 32C, ATP luminescence viability, 24 h. Potency, µM (series often up to 46.1 µM), without a hit: at the top dose activity change, negative = cytotoxicity, most hits filed as cytotoxic. hit rate 0.93% among 130,000;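 also: 0% = DMSO and -100% = full killing by reference compound; nearly all actives have a fitted effect of over 55% in size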
#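 Cells: H1299 p53ts (A138V), 600/well, pre-incubated 16–30 h at 37C. Cpd up to 46 uM, 24 h, 32C. Readout: ATPlite luminescence, 20 min RT. Normalization: DMSO vs tamoxifen 100 uM. AC50 by Hill equation.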
# IkB sig inh = IkB Signaling. ABC-DLBCL IkBa-CBG/CBR dual luciferase ratio, 4 h; response scale: scaled: untreated 0%, proteasome inhibitor 100%. Potency, µM (series often up to 57.1 µM), inactives show top-dose IkBa stabilization activation. hit rate 0.04% among 110,000. AID 445, 2006; active = well fitted curve in the direction sought with a large enough effect in the signal ratio, not every such curve was filed as active; inconclusive = small, poorly fitted or top-dose-only effect, or a change in a side signal; the % refers to the signal ratio;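 also: the direction sought is a rising ratio; 0% = basal untreated cells and 100% = reference inhibitor full response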
#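 In this assay, an IκBα–CBG68 fusion accumulates when IKK-driven degradation is blocked; native CBR normalizes for cell number. OCI-Ly3 cells were treated 4 h with compound and doxycycline, then green and red light read after Chroma-Glo addition.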
# Imprint erasure = qHTS Assay for Compounds that Induce Erasure of Genomic Imprints. hit rate 0.02% among 110,000. Potency, µM (highest dose often 60.7 µM), inactives show at the top dose activity change, positive = activation, most hits filed as activators. mouse ES Peg3-LacZ reporter, beta-gal luminescence, 40 h;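 also: 0% = negative control wells on the plate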
#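 Gelatin-coated wells received 300 freshly trypsinized female ES cells with a Peg3LacZ-Neo reporter on the maternal allele, then incubated 40 hours at 37C. BetaGlo was added for 5 minutes at room temperature before a single luminescence read.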
# Starred values were filed as active, the others as inactive; u = inconclusive; x = no result given; [ ] = another dose, or the depositor's remark. Unless noted, calls follow the shape of the dose curve; as a rule, active = well fitted curve in the direction sought with a large enough effect; inconclusive = small, poorly fitted or top-dose-only effect, or another doubt; inactive = no such curve, though single readings can be large; an effect the other way counts as inactive or inconclusive. Unless noted, % is scaled to controls: 0 for no effect and ±100 for the full control effect; potency is read from the fitted curve at half-maximal effect.
SMILES,p53ts 39C tox,p53ts 32C kill,IkB sig inh,Imprint erasure
COc1ccc(CNc2nc3c(-c4cccc(C)c4)nnn3c3ccccc23)cc1,u,-5%,u,-9%[10.9 µM]
COC(=O)c1ccccc1NC(=O)CN1C(=O)c2ccccc2S1(=O)=O,1%,-1%,3.2%,-5%
CC(C)(C)c1ccccc1OCCCCCNCCO,-23%,-10%,u,-35%[inhibitor]
Cc1ccc(S(=O)(=O)N2CCOCC2)cc1C(=O)Nc1nc(-c2cccnc2)cs1,7%,0%,0.3%,-10%
CC(C)N=C(NC#N)SCc1ccc(F)cc1,1%,7%,1.0%,-8%
CCOc1ccc(N2CC(C(=O)Nc3ccccc3OC)CC2=O)cc1 (configuration not stated),-5%,2%,1.2%,0%
CCCOC1CCCN(C(=O)c2cc(Cl)c(Cl)cc2C(=O)O)C1 (configuration not stated),7%,1%,1.3%,-7%
COc1cccc(CNC(=O)CN(c2cc(C)cc(C)c2)S(=O)(=O)c2c(C)noc2C)c1,19%,7%,u,-15%
Cc1ccccc1-c1nc2scc(CCNC(=O)C(=O)Nc3ccc(F)cc3F)n2n1,-5%,11%,u,-12%[10.9 µM]
Cc1ccc(-c2noc(CNC(=O)c3ccc(C(C)(C)C)cc3)n2)cc1,-6%,-6%,u,-8%[10.9 µM]
CCN(CC)S(=O)(=O)c1ccc2c(c1)c(=O)c(C(=O)NCc1ccccc1Cl)cn2C,6.3µM*,u,u,28%[10.9 µM]
Cc1ccc(NC(=O)c2cnn3c(C(F)F)cc(-c4ccccc4)nc23)cc1F,8%,-4%,0.0%,-5%[10.9 µM]
COc1ccc(-n2nc(C(=O)N3CCN(c4cccc(C)c4)C(C)C3)c3c4ccccc4n(C)c3c2=O)cc1 (configuration not stated),15%,3%,-0.6%,u
CCN(C(=O)CSc1nnc(-c2ccccc2Cl)n1C1CCCC1)C1CCS(=O)(=O)C1 (configuration not stated),11%,13%,-1.8%,-8%
COc1ccc(Cn2c(C(=O)O)c(CNCCc3ccco3)c3ccc(C)cc32)cc1,u,0%,u,22%[10.9 µM]
CCNc1nc(NCC)nc(-n2nc(C)cc2C)n1,-1%,2%,-0.8%,-12%
OCCN(Cc1ccccc1)CC1CCCCC1,-3%,-11%,-0.8%,-9%
CNC(=O)C1CCC(Cn2c(=O)c3sccc3n(CC(=O)NCc3ccc(OC)cc3)c2=O)CC1 (configuration not stated),-9%,1%,-0.5%,21%[10.9 µM]
CSc1nc2nc(-c3ccccc3)cc(C(F)(F)F)n2n1,-8%,1%,1.1%,-5%
Cc1cc(C)cc(NC(=O)c2ccc(S(=O)(=O)C(F)F)cc2)c1,-3%,-22%,x,x
CC(C)Oc1ccc(CNC(=O)C2CCN(Cc3cc4ccccc4n3Cc3ccccc3)CC2)cc1,-13%,7%,-1.0%,-18%[10.9 µM]
CCc1nn(C(C)C(=O)N2CCN(Cc3ccccc3)CC2)c(=O)c2cc3occc3n12 (configuration not stated),-3%,-5%,x,x
O=c1c2ccccc2nc2n1CCN2Cc1ccc(Cl)cc1,-27%,-6%,x,x
O=C(NCc1cccnc1)Nc1cccc(NC(=O)NCc2cccnc2)c1,-4%,-14%,-0.4%,6%
N#Cc1nc(-c2ccccc2F)oc1NCCc1ccccn1,-4%,6%,-0.1%,-3%
CCOc1ccc2nc(C)cc(C(=O)O)c2c1,-9%,-14%,-0.5%,-8%
Cc1cccc(CN2C(=O)c3ccccc3S(=O)(=O)c3ccc(C(=O)N4CCN(c5cc(C)ccc5C)CC4)cc32)c1,-11%,10%,u,-10%[10.9 µM]
COCCCNC(=O)COc1ccc(Cl)c(C)c1,7%,9%,-2.1%,-9%
O=C1C2N=NN(CC(=O)N3N=C(c4cccc5ccccc45)CC3c3ccccc3)C2C(=O)N1c1ccccc1 (configuration not stated),13%,11%,x,x
Cc1ccc(-c2nc(N)n(C(=O)c3cccnc3)n2)cc1,-11%,-17%,1.1%,-15%
COc1ccc2c(c1)CCc1c(C(=O)Nc3c(C)n(C)n(-c4ccccc4)c3=O)noc1-2,2%,16%,-1.1%,9%
C=CCn1c(SCC(=O)Nc2ccc(C(=O)OCC)cc2)nnc1-c1sc(N)nc1C,9%,2%,u,2%
COCc1cc(=O)n2c(-c3ccccc3OC)n[nH]c2n1,4%,-14%,u,-19%
CCN(CC)C(=O)c1sc2c(c1C)c(=O)n(-c1ccc(C)c(C)c1)c(=O)n2Cc1cc(=O)n2c(C)cccc2n1,-4%,16%,-0.6%,-6%[10.9 µM]
CC(NS(C)(=O)=O)C(c1cccs1)N1CCN(Cc2ccccc2)CC1 (configuration not stated),13%,-5%,-2.5%,-11%
Cc1oc(-c2cccc(Cl)c2)nc1CSc1nnc(C)n2c1cc1occc12,0%,9%,-1.7%,-12%[10.9 µM]
CCOc1ccc(C(=O)COC(C)=O)cc1,-6%,-3%,-2.6%,-10%
CCOC(=O)c1c(C)[nH]c(C(=O)COC(=O)CNC(=O)c2ccc(Br)cc2)c1C,4%,-8%,x,x
CCC(=O)Nc1cc2c(cc1C(C)=O)OCCO2,4%,-3%,-3.5%,-5%
CCCCNC(=O)C1CCCN(Cc2nc(-c3ccc(Cl)cc3)oc2C)C1 (configuration not stated),-18%,10%,u,-15%[10.9 µM]

# Entries listed so far with an NH in an aromatic ring (2):
SMILES,p53ts 39C tox,p53ts 32C kill,IkB sig inh,Imprint erasure
COCc1cc(=O)n2c(-c3ccccc3OC)n[nH]c2n1,4%,-14%,u,-19%
CCOC(=O)c1c(C)[nH]c(C(=O)COC(=O)CNC(=O)c2ccc(Br)cc2)c1C,4%,-8%,x,x

# Going on with the list.
SMILES,p53ts 39C tox,p53ts 32C kill,IkB sig inh,Imprint erasure
Cc1ccc(C)c(Cn2c3ccccc3c3cnn(CC(=O)N4CCCCC4)c(=O)c32)c1,-3%,8%,u,-11%[10.9 µM]
CCCOc1ccc(C2c3c(oc4cc(C)c(C)cc4c3=O)C(=O)N2CCCN(C)C)cc1 (configuration not stated),8%,-5%,-0.3%,-13%
CSc1nnnn1-c1ccc(C(=O)OCC(=O)N2CCOCC2)cc1,12%,-14%,2.0%,-17%
Cc1ccc(-c2nc(S(=O)(=O)c3ccc(C)cc3)c(SCC(=O)NC3CCCCC3)o2)cc1,7%,-10%,2.6%,11%[10.9 µM]
COc1ccc(CCNC(=O)Cn2cnc3c(cnn3C(C)(C)C)c2=O)cc1OC,0%,15%,-0.6%,-4%
O=c1c2c(nc3nc(CCc4ccccc4)[nH]n13)CCC2,8%,5%,-2.1%,5%
COC(=O)Cn1c(C2CC(=O)N(c3c(C)cccc3C)C2)nc2ccccc21 (configuration not stated),-8%,-1%,0.0%,-17%[10.9 µM]
C=CCn1c(N)c(S(=O)(=O)c2cccs2)c2nc3ccccc3nc21,5%,11%,2.5%,-10%
Cc1ccc(C2C(C#N)=C(N)Oc3c2oc(CO)cc3=O)o1 (configuration not stated),-18%,-27%,0.0%,-13%
CCc1noc2c1/C(=N\O)CC(c1ccccc1)C2 (configuration not stated),-3%,-5%,-1.5%,-10%

# In a second layout: four of the compounds above.
> Cc1cc(C)cc(NC(=O)c2ccc(S(=O)(=O)C(F)F)cc2)c1
  p53ts 39C tox: -3%
  p53ts 32C kill: -22%
  IkB sig inh: x
  Imprint erasure: x
> CCN(CC)C(=O)c1sc2c(c1C)c(=O)n(-c1ccc(C)c(C)c1)c(=O)n2Cc1cc(=O)n2c(C)cccc2n1
  p53ts 39C tox: -4%
  p53ts 32C kill: 16%
  IkB sig inh: -0.6%
  Imprint erasure: -6%[10.9 µM]
> Cc1cccc(CN2C(=O)c3ccccc3S(=O)(=O)c3ccc(C(=O)N4CCN(c5cc(C)ccc5C)CC4)cc32)c1
  p53ts 39C tox: -11%
  p53ts 32C kill: 10%
  IkB sig inh: u
  Imprint erasure: -10%[10.9 µM]
> CNC(=O)C1CCC(Cn2c(=O)c3sccc3n(CC(=O)NCc3ccc(OC)cc3)c2=O)CC1 (configuration not stated)
  p53ts 39C tox: -9%
  p53ts 32C kill: 1%
  IkB sig inh: -0.5%
  Imprint erasure: 21%[10.9 µM]

# Further records.
SMILES,p53ts 39C tox,p53ts 32C kill,IkB sig inh,Imprint erasure
CC(C)c1ccc(NC(=O)c2ccc(NC(=O)CCS(=O)(=O)c3cccs3)cc2)cc1,5%,11%,0.3%,-6%[10.9 µM]
O=C(c1ccc(Cl)c([N+](=O)[O-])c1)N(Cc1ccccc1)C1CCS(=O)(=O)C1 (configuration not stated),-29%,u,x,x
O=S(=O)(c1ccc(F)cc1)N1CCC(N2CCN(c3ccccc3)CC2)CC1,26%,4%,1.9%,17%
COc1ccc(C(=O)Nc2ccc3nc(SCc4ccc(C)cc4)sc3c2)cc1,-13%,-12%,-0.2%,-13%[10.9 µM]
COc1cccc(-n2nnnc2SCC(=O)NCCc2ccccc2)c1,8%,-1%,0.9%,-9%
COc1ccc(-c2oc3ccccc3c(=O)c2O)cc1OC,u,-23%,x,-38%[inhibitor]
COC(=O)c1ccc(C(/C=C/[C@@H](C)C(=O)NCc2cc(C)n(C)n2)NC(=O)OCc2ccccc2)cc1 (some centres not stated),-3%,16%,x,-9%
Cc1cccc(N2CCN(C(=O)C3CCCN(S(=O)(=O)c4ccc(Br)s4)C3)CC2)c1C (configuration not stated),6%,-1%,7.5%,-13%[10.9 µM]
O=C(C1CCCCC1)N1CCCC(c2nc(-c3ccc(F)cc3)no2)C1 (configuration not stated),-9%,-7%,5.1%,-12%
CN(CC(=O)NCc1ccc(F)cc1)S(=O)(=O)c1cccc2nsnc12,9%,-11%,-0.6%,-4%
Cc1ccc(S(=O)(=O)NCc2ccco2)c(C)c1C,-8%,11%,11%,-10%
CCc1ccc(NC(=O)c2sc3nc(C)cc(C)c3c2NC(=O)c2ccccc2OC)cc1,52%[activator],-4%,-2.4%,-8%[10.9 µM]
CNC(=O)c1ccc2c(c1)N=C(C)c1cc(C)ccc1S2,-7%,7%,19%,-18%[10.9 µM]
CC(=O)c1c(O)cc(C)n(Nc2nc(C)cc(C)n2)c1=O,-22%,-17%,3.9%,-10%
Clc1ccc(-c2cn3cc(Cc4ccccc4)sc3n2)cc1,6.3µM*,u,u,-4%[10.9 µM]
NC(=O)C1CCN(C(=O)c2cnn(-c3ccccc3)c2NC(=O)c2ccco2)CC1,-1%,-7%,-1.4%,0%
COCCn1c(SCC(=O)NCC2CCCO2)nc2c(c1=O)SC(C)C2 (configuration not stated),8%,-2%,0.6%,-10%
COc1ccc(S(=O)(=O)N2CCCC(C(=O)Nc3cccc(C(C)=O)c3)C2)cc1 (configuration not stated),1%,14%,u,-22%
Cc1ccc(Cn2c(C(=O)NCc3ccccc3Cl)cc3sccc32)cc1,-15%,7%,4.2%,-15%[10.9 µM]
CCOC(=O)CN(C(=O)CSc1nnc(-c2ccc(OC)c(OC)c2)o1)c1ccccc1,4%,5%,0.2%,-15%

# Ordered by the number under Imprint erasure (low to high): some entries from above.
structure	Imprint erasure
CCCOc1ccc(C2c3c(oc4cc(C)c(C)cc4c3=O)C(=O)N2CCCN(C)C)cc1 (configuration not stated)	-13%
C=CCn1c(N)c(S(=O)(=O)c2cccs2)c2nc3ccccc3nc21	-10%
CCOc1ccc2nc(C)cc(C(=O)O)c2c1	-8%
COC(=O)c1ccccc1NC(=O)CN1C(=O)c2ccccc2S1(=O)=O	-5%

# New compounds follow:
SMILES,p53ts 39C tox,p53ts 32C kill,IkB sig inh,Imprint erasure
Cc1cccc(NC(=O)CSc2nnc(Cn3nnc(-c4ccccc4)n3)n2-c2ccccc2)c1,9%,-8%,1.1%,-6%
O=C(O)c1ccccc1SCC(=O)N1CCCCC1,8%,-10%,0.6%,-3%
CCN1CCN(Cc2c(O)ccc3oc(C)c(C(=O)Nc4ccc(OC)c(Cl)c4)c23)CC1,3%,4%,u,17%[10.9 µM]
COc1ccc(-n2c(Cc3cccn3C)nnc2SCC(=O)N2CCCc3ccccc32)cc1,1%,17%,u,-11%
O=C(c1cccnc1)N1CCN(C(=O)c2ccccc2F)CC1,9%,9%,3.0%,-8%
